# S1P3 antagonist: S1P3 receptor antagonists, primary screen, cell-based | actives 0.27% (n = 170,000) | CHO S1P3 NFAT-BLA reporter, FRET fluorescence, antagonist mode | AID 485, 2006 | inhibition, % at 4.98 µM;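 active = inhibition above the plate cutoff, the mean inhibition of test wells on that plate plus 3 SD, cut at about 28% in these data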;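 also: cells challenged with S1P at its EC80 of 0.8 µM; blue over green emission ratio from cleaved BLA substrate after 4 h stimulation; 0% = S1P-stimulated wells and 100% = unstimulated DMSO-only wells; some compounds past the cut are filed as inactive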
# Target sequence (Q99500 whole entry, looked up): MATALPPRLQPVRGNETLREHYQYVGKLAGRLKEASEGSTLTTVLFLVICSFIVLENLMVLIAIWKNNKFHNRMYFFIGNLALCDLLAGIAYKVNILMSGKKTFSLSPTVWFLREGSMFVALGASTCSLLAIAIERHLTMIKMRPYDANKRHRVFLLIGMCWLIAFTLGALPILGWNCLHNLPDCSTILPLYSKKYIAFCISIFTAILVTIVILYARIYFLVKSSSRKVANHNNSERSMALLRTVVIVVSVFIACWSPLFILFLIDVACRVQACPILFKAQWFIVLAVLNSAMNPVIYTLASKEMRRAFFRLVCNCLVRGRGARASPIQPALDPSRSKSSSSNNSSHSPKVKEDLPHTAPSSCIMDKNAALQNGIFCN
# PPARg SRC-3 ag: PPARgamma agonists recruiting SRC-3 coactivator, primary screen, biochemical. Peroxisome proliferator-activated receptor gamma (Homo sapiens), P37231. biochemical PPARgamma/SRC-3 coactivator recruitment assay. activation, % at 8 µM. actives 0.26% (n = 200,000); in the data active = activation above about 23%;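 also: 0% = DMSO and 100% = reference agonist; some compounds past the cut are filed as inactive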
# Target sequence (P37231 whole entry, looked up): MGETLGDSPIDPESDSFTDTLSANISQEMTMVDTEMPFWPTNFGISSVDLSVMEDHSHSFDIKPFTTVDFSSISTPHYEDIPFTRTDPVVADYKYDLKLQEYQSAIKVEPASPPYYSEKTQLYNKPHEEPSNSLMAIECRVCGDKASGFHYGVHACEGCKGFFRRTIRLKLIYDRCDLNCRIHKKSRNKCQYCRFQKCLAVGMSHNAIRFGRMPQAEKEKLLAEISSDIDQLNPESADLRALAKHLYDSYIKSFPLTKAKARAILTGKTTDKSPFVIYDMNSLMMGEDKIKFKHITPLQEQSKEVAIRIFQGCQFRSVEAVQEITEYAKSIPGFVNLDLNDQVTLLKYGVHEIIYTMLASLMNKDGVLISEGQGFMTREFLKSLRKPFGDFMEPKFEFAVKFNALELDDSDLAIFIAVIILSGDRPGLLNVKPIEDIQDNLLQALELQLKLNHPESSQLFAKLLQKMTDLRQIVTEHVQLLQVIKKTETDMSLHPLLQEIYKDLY
# SRC2 TRFRET art: TR-FRET signal artefacts, primary screen, artefact control for PPARgamma SRC-2 agonist project, biochemical; TR-FRET ratio at 8 µM; actives 0.4% (n = 200,000); TR-FRET artefact counter-screen; stronger effect = higher value; AID 1049, 2008; in the data active = TR-FRET ratio above about 2000; also: inactives centre near 1500
# ROMK primary: ROMK potassium channel modulators, primary screen, cell-based, thallium flux, MLSMR library | AID 1918, 2009 | B-score at 10 µM | actives 2% (n = 130,000) | ATP-sensitive inward rectifier potassium channel 1 (Homo sapiens), P48048 | Tet-inducible ROMK, thallium flux fluorescence; actives lie on both sides;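 active = signal ratio slope over the read window, or its plate-corrected B-score, at least 3 SD from the plate mean, either direction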;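 also: B-score of the F/F0 ratio slope over 7 to 12 s after thallium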
# Diaph act CS: compounds boosting diaphorase resazurin reduction – biochemical, uHTS, resorufin fluorescence, counter-screen for diaphorase-coupled primary assays, primary screen. Diaphorase/resazurin coupled assay, 16 min; stronger effect = higher value; 1 = vehicle wells, 0 = NADH-free wells. activation factor at 20 µM. actives 0.005% (n = 190,000);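 active = diaphorase activity raised at least twofold by the compound at 20 µM; inactive = activation factor below 2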
#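 Assay system: Purified diaphorase enzyme from Clostridium kluyveri | Amount: Enzyme 0.07 U/mL final | Dosing: Compound 20 µM once, DMSO 1% | Timing: 16 min reaction at room temperature | Detection: Fluorescence, excitation 544 nm and emission 590 nm | Evaluation: Higher resorufin formation from activation or reduction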
# Diaph inh CS: diaphorase inhibitors and chemical oxidizers, primary screen, counter-screen for diaphorase-coupled primary assays, biochemical, uHTS, resorufin fluorescence | AID 1217, 2008 | diaphorase resazurin-to-resorufin fluorescence, NADH, 16 min; bacterial (C. kluyveri) enzyme, not human | inhibition, % at 20 µM | actives 0.69% (n = 190,000);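 active = primary screen inhibition at 20 µM above a set limit, cut at about 50% in these data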;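 also: plate controls were DMSO with full reaction for no effect and wells lacking NADH for full effect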
#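 Test system: bacterial diaphorase enzyme (C. kluyveri); Quantity: 0.14 U/mL diaphorase, enzyme working solution; Times: reaction incubation of 16 min at room temperature; Measured by: fluorescence of resorufin formed from resazurin, Ex 544/Em 590 nm; Benchmarks: positive control minus NADH, DMSO neutral control.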
# PPARg SRC-2 ag: agonists of PPARg-SRC-2 recruitment, primary screen, biochemical, HTS; activation, % at 8 µM; actives 0.34% (n = 200,000); PPARgamma LBD-SRC-2 recruitment; Peroxisome proliferator-activated receptor gamma (Homo sapiens), P37231; in the data active = activation above about 22%;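 also: 0% = vehicle and 100% = reference agonist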
# PMI act hi M6P: human PMI activators, high substrate, primary screen, biochemical, fluorescence intensity, near-saturating mannose 6-phosphate | Mannose-6-phosphate isomerase (Homo sapiens), P34949 | coupled PMI enzyme assay, resazurin fluorescence, 20 min; stronger effect = higher value; 1 = untreated enzyme, 0 = substrate-free blank | activation factor at 20 µM | actives 0.34% (n = 190,000) | AID 1216, 2008;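 active = activation factor of 2 or more at 20 µM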
#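 Test system: human phosphomannose isomerase with PGI, G6PDH, diaphorase coupling enzymes / Doses: 20 µM compound, 1% DMSO / Times: enzyme reaction with compound 20 min at room temperature / Measured by: Diaphorase-driven resazurin-to-resorufin fluorescence, excitation 544, emission 590 nm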
# G6PDH CS: L. mesenteroides G6PDH inhibitors, counter-screen for G6PDH-coupled screening assays, biochemical, Leuconostoc mesenteroides enzyme | AID 1020, 2008 | Purified L. mesenteroides G6PDH, diaphorase/resazurin coupled fluorescence, 45 min | actives 0.12% (n = 200,000) | inhibition, % at 5 µM; in the data active = inhibition above about 50%
# PPARg SRC1 recr: PPARgamma agonists recruiting SRC-1 coactivator, primary screen, biochemical; activation, % at 8 µM; actives 0.41% (n = 200,000); Peroxisome proliferator-activated receptor gamma (Homo sapiens), P37231; AID 631, 2007; PPARgamma-SRC-1 coactivator recruitment biochemical assay; in the data active = activation above about 19%;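 also: 0% = DMSO and 100% = reference agonist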
# PMI act: activators of human PMI, primary screen, biochemical, fluorescence intensity, near-Km mannose 6-phosphate; purified human PMI, coupled resazurin fluorescence, 20 min; stronger effect = higher value; 1 = vehicle control, 0 substrate-free wells; actives 0.005% (n = 190,000); activation factor at 20 µM; AID 1214, 2008; Mannose-6-phosphate isomerase (Homo sapiens), P34949;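 active = activation factor of 2 or more at 20 µM, relative to plate controls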
# Active calls of the source: *; nt = no result given.
SMILES,S1P3 antagonist,PPARg SRC-3 ag,SRC2 TRFRET art,ROMK primary,Diaph act CS,Diaph inh CS,PPARg SRC-2 ag,PMI act hi M6P,G6PDH CS,PPARg SRC1 recr,PMI act
COc1cccc(NC(=O)Nc2nnc(-c3ccccc3SCc3ccccc3)s2)c1,nt,1.9,1524,0.893,1,0.6,8.6,1,-2.1,-1.1,1
O=C(C1CCCN(S(=O)(=O)c2cccc3nsnc23)C1)N1CCc2ccccc2C1 (stereo not given),-1.6,11.4,1743,-1.07,0.8,20.9,-0.9,0.9,5.3,11.8,1
Cc1[nH]n(-c2nc(-c3ccccc3F)cc(=O)[nH]2)c(=O)c1CCO,-12.1,-0.3,1367,0.712,0.8,15.8,0.7,0.9,7.4,-1.5,1
CCCOC(=O)Nc1c(C)cccc1C(C)C,-9.3,-4.9,1508,-1.03,0.9,5.2,-3.3,0.9,14.4,0.3,0.9
CCc1ccccc1NC(=S)N(Cc1ccc(OC)cc1)CC1CCC(C(=O)O)CC1 (stereo not given),-9.8,5.7,1781,-1.01,1,3.5,-1.8,1.1,3.7,7.3,1.1
OC(CN1CCOCC1)c1ccc(F)cc1 (stereo not given),37.1*,-2.1,1773,-0.0897,0.9,13.1,4.2,1,-2.6,-5.0,1.1
CCNC(=O)NC(=O)C(C)OC(=O)c1cccnc1SC (stereo not given),-6.5,14.4,1453,0.767,nt,nt,-0.5,nt,nt,2.5,nt
COC(=O)c1ccc(NC(=O)CNCc2ccncc2)cc1,8.2,-0.5,1707,0.611,0.9,6.3,2.0,1.1,5.7,9.1,0.9
O=C(NCC1CCCO1)[C@@H]1CSC2c3ccccc3C(=O)N21 (stereo not given in full),-27.7,-3.9,1565,0.0719,1,-0.1,9.1,1.1,3.4,13.6,1.1
COc1cccc(C(=O)Nc2cccc(NC(C)=O)c2)c1,-60.9,2.2,1700,-0.129,0.9,8.4,1.9,0.8,5.6,15.5,0.9
O=C(Nc1ccc(Cl)cc1)N1CCOC12CCC1(CC2)OCCO1,3.3,1.2,1416,-0.529,1.1,-10.6,-2.1,1,2.6,2.5,1.1
COc1ccccc1N1CCN(C(=O)c2cc(-c3ccc(C)cc3)on2)CC1,0.7,1.5,1331,-1.36,0.9,13.9,-0.1,0.9,2.7,2.2,0.8
CC(=O)c1cccc(NC(=O)Nc2cnn(Cc3ccc(Cl)cc3Cl)c2)c1,nt,0.8,1547,0.0421,0.8,21.6,5.2,1,3.8,-4.6,0.9
Cc1ccc(C)c(S(=O)(=O)NCCCn2ccnc2)c1,-5.0,-0.3,1462,-0.943,1,-4.8,0.4,1.1,0.4,-5.8,1
CSc1nnc(-c2nnc(SC)n2-c2ccccc2)n1-c1ccccc1,-23.2,4.2,1376,-1.2,1,2.4,-5.3,1,23.1,1.2,0.9
CN1CCN(C(=O)c2ccc(Oc3ccc([N+](=O)[O-])cc3)cc2)CC1,-26.2,-0.1,1374,-0.433,1.2,-24.1,-0.6,1.2,16.8,-7.7,1.1
CC1(C)NC(=O)N(CC(=O)Nc2cc(S(=O)(=O)N3CCOCC3)ccc2N2CCOCC2)C1=O,-14.5,-1.9,1529,-1.5,0.9,5.9,-3.2,1.1,9.3,-5.1,1.2
CN1/C(=C\C=N\NC(=O)c2cccnc2)C(C)(C)c2ccccc21,-0.6,1.6,1804,-0.636,1.1,-9.4,-0.8,1.2,0.6,8.7,1.1
COc1ccc(CCn2c(=O)[nH]c3cc(C(=O)NCCc4ccccc4)ccc3c2=O)cc1OC,nt,-3.9,1603,nt,0.9,13.6,-4.8,1,-4.2,-0.9,0.9
COc1ccc(-c2cc(-c3n[nH]c(=S)n3-c3cccc4ccccc34)[nH]n2)cc1,-3.8,0.7,1429,-0.415,0.6,40.2,-0.9,0.8,11.6,-6.8,0.8
CC(C)(C)SCCNC(=O)c1ccc(NS(C)(=O)=O)cc1,-17.8,1.6,1668,nt,0.9,10.5,1.7,0.9,-2.1,3.2,0.9
Cc1ccc(S(=O)(=O)N(C)C)cc1NC(=O)COC(=O)/C=C/c1ccc2c(c1)OCO2,-12.6,0.4,1641,0.0303,0.9,7.4,2.6,1,10.5,-0.6,1.2
COc1ccc(CNC(=O)c2cc(-n3cnnc3)ccc2Cl)cc1,16.3,2.0,1430,-0.284,0.9,14.8,-0.1,0.9,-17.6,2.0,0.8
CCOC(=O)c1oc2ccc(CNC3CCCCC3)c(Cl)c2c1C,nt,2.1,1816,nt,0.9,14.3,8.6,0.9,3.7,-3.7,0.9
COc1cc(SC)ccc1C(=O)NCc1ccccc1,-15.9,-1.6,1592,-0.0565,1,4.2,-11.6,0.9,-7.9,-5.7,0.9

# A draw from above in order of molar mass, largest number first.
SMILES,S1P3 antagonist,PPARg SRC-3 ag,SRC2 TRFRET art,ROMK primary,Diaph act CS,Diaph inh CS,PPARg SRC-2 ag,PMI act hi M6P,G6PDH CS,PPARg SRC1 recr,PMI act
COc1cccc(NC(=O)Nc2nnc(-c3ccccc3SCc3ccccc3)s2)c1,nt,1.9,1524,0.893,1,0.6,8.6,1,-2.1,-1.1,1
CC(=O)c1cccc(NC(=O)Nc2cnn(Cc3ccc(Cl)cc3Cl)c2)c1,nt,0.8,1547,0.0421,0.8,21.6,5.2,1,3.8,-4.6,0.9
CN1CCN(C(=O)c2ccc(Oc3ccc([N+](=O)[O-])cc3)cc2)CC1,-26.2,-0.1,1374,-0.433,1.2,-24.1,-0.6,1.2,16.8,-7.7,1.1

# (continued)
SMILES,S1P3 antagonist,PPARg SRC-3 ag,SRC2 TRFRET art,ROMK primary,Diaph act CS,Diaph inh CS,PPARg SRC-2 ag,PMI act hi M6P,G6PDH CS,PPARg SRC1 recr,PMI act
Cc1ccc(/C=C/C2=NN(Cc3ccccc3)C(=O)CC2)cc1,nt,1.9,1520,-0.265,0.9,13.8,6.4,0.9,6.4,-7.1,0.9
COC(=O)c1ccccc1NC(=O)CS(=O)(=O)Cc1nc(-c2ccc(C)cc2)oc1C,7.3,-1.3,1530,nt,0.9,9.1,-1.4,1,0.6,6.4,1
COc1ccc2nc3oc(C(=O)N4CCN(c5cccc(C(F)(F)F)c5)CC4)cc3cc2c1,-2.3,-13.8,1492,0.828,0.7,32.1,-2.5,0.9,-4.7,0.1,0.9
CCc1ccc(OCC(=O)N/N=C/c2ccc(OS(=O)(=O)c3ccc(C)cc3)c(OC)c2)cc1,1.4,1.5,1642,nt,0.8,17.7,0.2,0.9,-21.8,0.4,0.9
C=CCNc1nc(NCCN2CCOCC2)nc(OC)n1,10.5,-3.2,1523,nt,0.9,9.4,6.6,1,-4.8,1.3,0.9
CCOC(=O)c1ccc2c(c1)n(CC)c(/C=C/Nc1ccccc1)[n+]2CC,nt,-1.2,1568,nt,0.9,5.3,-0.2,1,6.7,-1.6,0.9
C=CCNC(=O)CCc1nnc(C2(c3ccc(Cl)cc3)CCC2)o1,6.2,1.7,1485,nt,1,-0.4,11.3,1,6.5,3.4,1
COc1cc(NS(=O)(=O)c2ccc(Nc3nc(-c4ccccc4)cs3)cc2)nc(OC)n1,-2.3,0.6,1691,-0.0126,0.9,14.0,-0.8,1,-15.7,-0.5,0.9
CCN(CC)c1ccc(C(=O)N/N=C(\C)c2ccc(O)cc2)cc1,-10.3,-1.0,1567,-0.206,0.9,10.3,3.6,1,-2.5,3.4,0.9
O=C(CC1CCCC1)OCn1nnc2ccccc2c1=O,-23.8,2.8,1663,nt,1,-3.4,-3.8,1.1,7.2,-10.3,1
Cc1cc(NC(=O)CSc2nnc(C)c(=O)[nH]2)no1,-9.8,nt,nt,nt,0.8,15.3,nt,0.9,-5.0,nt,1.1
O=C(CC1C(=O)NCCN1Cc1ccccc1C(F)(F)F)NCCc1ccccn1 (stereo not given),10.8,1.6,1629,0.514,0.8,20.1,3.6,0.7,17.2,4.0,1
O=C1C(=O)N(Cc2ccccc2)C(=O)N1CCOc1ccccc1,-9.8,-1.4,1510,-0.0427,0.9,11.3,-10.6,1,4.9,0.9,0.9
CCO/C=C1\C(=O)N(c2ccccc2)C(=O)c2ccccc21,1.5,-2.3,1738,-0.104,0.8,15.4,4.2,1.9,3.7,-0.2,1.6
O=c1[nH]c(N2CCOCC2)nc2ncn(Cc3ccccc3)c12,1.8,8.2,1558,0.0667,0.9,6.0,2.2,1,2.7,0.7,1
O=C(N/N=C/c1ccc(O)c(O)c1O)/C(=C/c1ccc([N+](=O)[O-])cc1)NC(=O)c1ccccc1,nt,20.3,1650,-0.00716,0.3,73.6*,8.3,0.3,1.8,5.9,0.3
CCCCn1c(-c2sccc2C)n[nH]c1=S,-6.2,2.1,1762,0.302,0.9,14.7,4.7,1,9.0,8.1,0.9
CC(C)(C)NC(=O)COc1ccc(CNCCc2ccccc2)cc1,-1.7,2.3,1615,0.0554,1,1.4,-0.1,1,11.2,5.6,1
CC1CCN(C(=O)COc2ncnc3ccccc23)CC1,-16.7,1.7,1576,0.113,1,1.4,2.6,1,14.1,3.8,1
COc1cccc(CNC(=O)C2CCN(S(=O)(=O)c3c(C)nn(C)c3C)CC2)c1,-11.5,-1.2,1472,nt,0.9,14.4,-6.2,1,-2.7,1.6,1
COc1ccc2c(c1OC)C(=O)N1N=C(c3ccc(Cl)cc3)CC21 (stereo not given),12.4,3.4,1588,nt,0.8,15.2,1.2,0.9,2.1,-2.1,0.8
COc1ccc(NC(=O)/C=C/c2ccccc2)c([N+](=O)[O-])c1,6.4,-3.0,1504,0.333,1,2.6,-1.7,0.9,-1.2,-6.3,0.9
O=C(COc1ccc(C(=O)NCCc2ccccc2)cc1)Nc1ccccc1,-1.9,-1.9,1503,0.131,0.9,14.6,-1.5,1,-14.1,-4.1,0.9
CCn1c(CNC(=O)c2cccc(C)c2)nnc1SCC(=O)Nc1cccc(OC)c1,-2.0,1.1,1415,nt,0.9,7.7,-2.9,1,1.2,-5.9,1

# Screens as filed in PubChem BioAssay.
